# Assay outcomes from PubChem.
# MITF primary: human MITF inhibition, primary screen; O75030; AlphaScreen MITF homodimerization, bead proximity signal; inhibition, % at 2.6 µM; hit rate 0.91% among 650,000; in the data active = inhibition above about 50%;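 also: 0% = vehicle wells with protein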
# Target sequence (O75030 whole entry, looked up): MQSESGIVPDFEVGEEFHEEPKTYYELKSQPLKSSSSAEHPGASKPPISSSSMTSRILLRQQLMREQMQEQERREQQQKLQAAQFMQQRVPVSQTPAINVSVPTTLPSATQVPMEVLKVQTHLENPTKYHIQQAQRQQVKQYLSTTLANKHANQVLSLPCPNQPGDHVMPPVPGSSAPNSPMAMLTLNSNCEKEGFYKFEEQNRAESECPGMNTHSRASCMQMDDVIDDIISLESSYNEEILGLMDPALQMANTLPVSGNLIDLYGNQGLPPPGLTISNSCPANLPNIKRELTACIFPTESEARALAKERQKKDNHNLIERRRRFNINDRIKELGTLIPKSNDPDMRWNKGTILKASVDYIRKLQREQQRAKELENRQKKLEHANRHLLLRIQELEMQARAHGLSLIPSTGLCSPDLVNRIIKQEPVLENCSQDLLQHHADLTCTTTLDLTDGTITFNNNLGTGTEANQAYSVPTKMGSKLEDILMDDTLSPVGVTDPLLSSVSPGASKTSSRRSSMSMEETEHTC
# GPR151 activ: activates the human receptor GPR151 | Q8TDV0 | PathHunter beta-arrestin GPR151 cells, luminescence | activation, % at 11.2 µM | hit rate 1% among 650,000 | AID 1508602; in the data active = activation above about 4.9%;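 also: 0% = median of compound wells and 100% = cells with positive control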
# Target sequence (Q8TDV0 whole entry, looked up): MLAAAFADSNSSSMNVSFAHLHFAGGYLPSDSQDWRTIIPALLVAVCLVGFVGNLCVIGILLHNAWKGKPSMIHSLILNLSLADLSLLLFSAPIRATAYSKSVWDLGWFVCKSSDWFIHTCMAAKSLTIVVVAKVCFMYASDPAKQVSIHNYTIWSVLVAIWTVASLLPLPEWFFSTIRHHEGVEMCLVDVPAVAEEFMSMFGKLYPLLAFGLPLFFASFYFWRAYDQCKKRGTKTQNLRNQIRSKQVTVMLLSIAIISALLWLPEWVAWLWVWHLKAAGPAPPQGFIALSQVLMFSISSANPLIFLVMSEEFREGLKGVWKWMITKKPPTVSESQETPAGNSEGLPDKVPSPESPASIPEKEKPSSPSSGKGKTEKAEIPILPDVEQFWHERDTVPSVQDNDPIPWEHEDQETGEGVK
# FBW7 act: activators of human E3 ligase FBW7. AlphaScreen FBW7–phospho-cyclin E peptide binding, activator screen. AID 1259310. hit rate 0.13% among 650,000. Q969H0. normalized activity (activation), % at 26.1 µM; in the data active = normalized activity above about 1.9%;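 also: purified mutant Fbw7 with reduced substrate affinity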
# TEAD-YAP inh: TEAD-YAP interaction inhibition | HEK-TIYL cells, TEAD-Gal4/YAP UAS-luciferase luminescence | inhibition, % at 9.12 µM | hit rate 1.4% among 640,000 | AID 1259422; in the data active = inhibition above about 32%;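 also: 0% = median of test compound wells and 100% = reference inhibitor wells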
# Numbers without * were called inactive.
SMILES,MITF primary,GPR151 activ,FBW7 act,TEAD-YAP inh
Cc1cc(=O)oc2cc(OCC(=O)N=C3NC(=O)CS3)ccc12,4.2,0.2,-0.2,2.8
CCOc1ccccc1C(=O)N1CCOCC1,-0.6,-0.8,0.1,-9.8
COc1ccccc1C(=O)Oc1cccc(N2C(=O)C3CCCCC3C2=O)c1 (stereo unspecified),7.4,0.3,0.1,7.8
Cc1ccc(/C=C2/N=C(c3ccccc3)OC2=O)c(C)c1,5.0,-1.9,0.2,18.3
CCSc1nc2ccccc2n1CCN(C)C,-0.1,2.1,-0.1,-1.5
COC(CNS(=O)(=O)c1ccc(S(=O)(=O)NCc2ccccc2)cc1)OC,4.0,-1.0,0.4,-3.3
CC1CCc2cc(F)ccc2N1C(=O)Nc1cccc(Cl)c1 (stereo unspecified),4.3,0.9,-0.1,-6.5
NC(=O)c1ccc(NC(=O)CCCC(=O)Nc2ccc(C(N)=O)cc2)cc1,-2.2,0.7,0.0,-10.6
COc1cccc(NC(=O)C2C3C=CC4(O3)C2C(=O)N(CCCN2CCC(C)CC2)C4C(=O)NC2CCCCC2)c1 (stereo unspecified),8.4,-0.2,0.0,9.7
Cc1ccc(C(=O)NCc2ccccc2)cc1S(=O)(=O)N1CCCCC1,-17.4,1.8,0.2,-3.7

# Part of the list above in order of length of the SMILES, low to high.
SMILES,MITF primary,GPR151 activ,FBW7 act,TEAD-YAP inh
CCOc1ccccc1C(=O)N1CCOCC1,-0.6,-0.8,0.1,-9.8
Cc1ccc(/C=C2/N=C(c3ccccc3)OC2=O)c(C)c1,5.0,-1.9,0.2,18.3
NC(=O)c1ccc(NC(=O)CCCC(=O)Nc2ccc(C(N)=O)cc2)cc1,-2.2,0.7,0.0,-10.6

# The results go on:
SMILES,MITF primary,GPR151 activ,FBW7 act,TEAD-YAP inh
COC(=O)c1c(OCCCc2cccnc2)cc(=O)n2c1CCN(CC1CC1)CC2,-5.0,3.9,0.1,-11.7
C=CCn1c(SCC(=O)Nc2nnc(-c3ccccc3)s2)nnc1-c1cccs1,-9.8,1.2,-0.1,-6.0
CC/C(O)=C1\C(=O)CCCC1=NCCc1c(C)[nH]c2ccc(C)cc12,-12.0,3.0,0.2,-1.8
COc1ccc(N2CCN(S(=O)(=O)c3cc4c5c(c3)CCC(=O)N5CCC4)CC2)cc1,9.4,4.3,0.1,2.1
Cc1ccc(C)c(OCC(O)CN2CCN(Cc3ccccc3)CC2)c1 (stereo unspecified),11.7,1.2,0.1,12.4
COc1ccc(OC)c(Nc2nc(-c3ccc(S(=O)(=O)N4CCCC4)cc3)cs2)c1,12.3,-0.7,0.3,10.4
Cn1c(=O)c2c(SCC(=O)NCCc3ccccc3)nc(-c3ccccc3F)nc2n(C)c1=O,7.9,1.2,0.0,-2.4
COc1cccc(CC2(CO)CCN(C(=O)C#Cc3ccccc3)CC2)c1,10.9,4.2,-0.1,-5.8
CCCS(=O)(=O)c1c(S(=O)(=O)CCC)c2ccc(C(N)=O)cn2c1C(=O)OC,-3.4,-0.5,-0.1,-1.8
CC(C)(C)NC(=O)Cn1cncc1-c1ccc([N+](=O)[O-])cc1,12.3,-0.2,0.3,-3.0
O=C(CCC(=O)Nc1ccccc1)N/N=C/c1cccs1,4.9,1.8,0.0,-5.6
CCC1CCCCN1C(=O)CSC1=NN2CCCC(=O)N=C2S1 (stereo unspecified),7.6,0.0,0.0,4.1
CC(=O)c1cccc(NC(=O)N2CCN(c3nc4ccccc4n3C(C)C)CC2)c1,16.8,-0.4,0.2,-0.1
Cc1ccc(NC(=O)CCN2C(=O)C3C4C=CC(C4)C3C2=O)cc1 (stereo unspecified),-5.2,-0.9,-0.1,-12.7
COc1ccc(C)cc1S(=O)(=O)N(CC(=O)O)c1ccc(Cl)c(Cl)c1,5.5,0.7,0.0,9.1
CN1CC(=O)N2CCN(C(=O)c3ccc(F)cc3)C[C@@H]2C1=O,12.6,0.5,0.0,-1.3
COc1cccc(Cn2c(=O)[nH]c3ncc(-c4cc(OC)c(OC)c(OC)c4)nc32)c1,10.7,-0.4,-0.1,-9.8
COc1cc(CC(=O)N2CCc3nc(N4CCCC4)[nH]c(=O)c3C2)cc(OC)c1OC,4.9,-0.1,0.1,2.7
Cc1c(Cl)cccc1NC(=S)NCc1cccnc1,1.6,-1.9,-0.3,-1.1
CCOc1ccccc1CN1CCN(Cc2cn(CC)nc2C)CC1CCO (stereo unspecified),-8.8,-0.3,-0.1,-4.2
CC(C)c1ccc(Nc2nccn3c(-c4ccccc4CO)cnc23)cc1,24.0,-1.0,1.0,-26.8
COc1ccc(Cl)cc1NC(=O)c1nn2c(C(F)(F)F)cc(-c3ccc(Br)o3)nc2c1Br,-6.6,-0.8,0.0,4.1
CN(C)CP(=O)(O)CCn1c2ccccc2c2ccccc21,-2.9,0.0,-0.1,-0.1
COC(=O)C1=C(C)N(C)C(C)=C(C(=O)OC)C1c1ccc(OC)cc1OC,-7.6,-0.2,-0.2,2.8
O=[N+]([O-])c1cccc(CSc2nc3ccccc3c3nc(CCc4c[nH]c5ccccc45)nn23)c1,5.4,-0.6,0.5,-29.4
CC(C)c1ccc(C2NC(=O)NC2=O)cc1 (stereo unspecified),9.5,-0.2,0.0,4.8
COCc1nc2ccccc2n1Cc1ccccc1C,-7.4,-0.2,0.0,-31.3
Cc1ccc(C(=O)NC(=S)NNC(=O)c2ccc([N+](=O)[O-])cc2)cc1,10.6,-1.0,0.9,3.8
Cc1ccccc1-n1c(SCC(=O)N2CC(C)CC(C)C2)nc2n[nH]c(C)c2c1=N (stereo unspecified),20.8,0.0,0.0,-20.1
COc1ccc(OCCOCCNC(C)(C)C)cc1,28.1,0.1,0.0,-5.7
C/C(=N\NC(=S)Nc1ccc(F)cc1)c1ccc(O)cc1,11.9,-1.6,0.1,-15.9
COc1ccc(/C=C2\C(=O)N(c3ccccc3)C3=C2C(c2ccc(Br)cc2)N(c2ccccc2)C3=O)cc1 (stereo unspecified),-2.9,-1.4,0.1,-5.8
CCC(C)c1ccccc1OCC(=O)Nc1ccc2c(c1)OCO2 (stereo unspecified),-10.2,0.0,0.1,-3.4
COc1cc(NC(=O)c2csc(Nc3cnccn3)n2)cc(OC)c1OC,-1.9,1.4,0.0,14.4
CC(C)(CO)NC(=O)COc1ccc(Cl)cc1,-1.3,-0.7,-0.1,-14.8
COc1ccc(C(=O)NC2CCCCCCC2)cc1OC1CCN(C(C)=O)CC1,-7.8,0.1,0.0,-4.0
CCCOc1ccc(C2C(C#N)=C(N)OC3=C2C(=O)CCC3)cc1 (stereo unspecified),-6.7,3.8,0.0,-9.9
CC1(C)O[C@]2(CCC3C4CC[C@H]5CCCC[C@]5(C)C4CC[C@@]32C)CN1C(=O)CSC1=NCCN1 (stereo partly specified),1.8,1.6,-0.1,32.7*
CCc1ccc(S(=O)(=O)N2CCSC2c2ccccc2Cl)cc1 (stereo unspecified),-2.6,-1.7,0.2,0.1
O=C(c1ccccc1)N1N=C(c2ccc(Br)cc2)CC1c1ccc(F)cc1 (stereo unspecified),37.3,-0.5,-0.1,1.0
Cc1cc2nc(-c3cccc(NC(=O)COc4ccc(Br)cc4)c3)oc2cc1C,-1.9,-0.2,0.0,15.7
COc1ccc(C(=O)Nc2nc3ccc(S(C)(=O)=O)cc3s2)cc1,8.1,0.2,0.0,1.5
COc1cccc(-c2nn(-c3ccccc3)cc2C(N)=O)c1,-14.0,2.0,-0.4,-5.5
Cc1ccc(-c2cc(C)nc3nc(N)nn23)cc1,7.2,-0.6,-0.1,3.5
CN(Cc1ccco1)C(=O)C1CCCN(S(=O)(=O)c2ccc3c(c2)oc(=O)n3C)C1 (stereo unspecified),5.3,-1.2,0.7,9.8
Ic1ccccc1/C=N/Nc1nncc2ccccc12,3.4,2.1,-0.1,-39.3
CN(Cc1ccccc1)C(=O)CCNS(=O)(=O)c1ccc(Cl)cc1,-5.9,-0.3,-0.1,-2.5
CC1CCN(C2(O)C(=O)Nc3ccc(Cl)cc32)CC1 (stereo unspecified),5.8,-1.0,0.1,-1.8
O=C(Nc1ccc(-c2nnn(CC(=O)N3CCCC3)n2)cc1)c1ccccc1Cl,-14.2,-0.1,0.3,-29.2
COc1ccc2c(c1)C(Cc1csc(C)n1)(c1ccc(F)cc1)C(=O)N2 (stereo unspecified),8.3,0.7,0.3,-10.2

# 19 structures out of the list, arranged by molecular weight, lowest first.
SMILES,MITF primary,GPR151 activ,FBW7 act,TEAD-YAP inh
Cc1ccc(-c2cc(C)nc3nc(N)nn23)cc1,7.2,-0.6,-0.1,3.5
CC(C)(CO)NC(=O)COc1ccc(Cl)cc1,-1.3,-0.7,-0.1,-14.8
COc1ccc(OCCOCCNC(C)(C)C)cc1,28.1,0.1,0.0,-5.7
CC1CCN(C2(O)C(=O)Nc3ccc(Cl)cc32)CC1 (stereo unspecified),5.8,-1.0,0.1,-1.8
COc1cccc(-c2nn(-c3ccccc3)cc2C(N)=O)c1,-14.0,2.0,-0.4,-5.5
C/C(=N\NC(=S)Nc1ccc(F)cc1)c1ccc(O)cc1,11.9,-1.6,0.1,-15.9
CCCOc1ccc(C2C(C#N)=C(N)OC3=C2C(=O)CCC3)cc1 (stereo unspecified),-6.7,3.8,0.0,-9.9
CCC(C)c1ccccc1OCC(=O)Nc1ccc2c(c1)OCO2 (stereo unspecified),-10.2,0.0,0.1,-3.4
COc1ccc(C(=O)Nc2nc3ccc(S(C)(=O)=O)cc3s2)cc1,8.1,0.2,0.0,1.5
CN(Cc1ccccc1)C(=O)CCNS(=O)(=O)c1ccc(Cl)cc1,-5.9,-0.3,-0.1,-2.5
COc1ccc2c(c1)C(Cc1csc(C)n1)(c1ccc(F)cc1)C(=O)N2 (stereo unspecified),8.3,0.7,0.3,-10.2
Ic1ccccc1/C=N/Nc1nncc2ccccc12,3.4,2.1,-0.1,-39.3
COc1cc(NC(=O)c2csc(Nc3cnccn3)n2)cc(OC)c1OC,-1.9,1.4,0.0,14.4
COc1ccc(C(=O)NC2CCCCCCC2)cc1OC1CCN(C(C)=O)CC1,-7.8,0.1,0.0,-4.0
Cc1ccccc1-n1c(SCC(=O)N2CC(C)CC(C)C2)nc2n[nH]c(C)c2c1=N (stereo unspecified),20.8,0.0,0.0,-20.1
CN(Cc1ccco1)C(=O)C1CCCN(S(=O)(=O)c2ccc3c(c2)oc(=O)n3C)C1 (stereo unspecified),5.3,-1.2,0.7,9.8
Cc1cc2nc(-c3cccc(NC(=O)COc4ccc(Br)cc4)c3)oc2cc1C,-1.9,-0.2,0.0,15.7
CC1(C)O[C@]2(CCC3C4CC[C@H]5CCCC[C@]5(C)C4CC[C@@]32C)CN1C(=O)CSC1=NCCN1 (stereo partly specified),1.8,1.6,-0.1,32.7*
COc1ccc(/C=C2\C(=O)N(c3ccccc3)C3=C2C(c2ccc(Br)cc2)N(c2ccccc2)C3=O)cc1 (stereo unspecified),-2.9,-1.4,0.1,-5.8

# Continuation.
SMILES,MITF primary,GPR151 activ,FBW7 act,TEAD-YAP inh
CCOC(=O)c1ccc(N=Cc2c(O)c3ccccc3oc2=O)cc1,0.0,1.6,0.0,-5.4
O=C(c1cccnc1)N(Cc1ccccc1)C(=O)c1cccnc1,7.5,-2.3,-0.1,5.9
COc1cc(Nc2cc(C)nc(Nc3ncccn3)n2)cc(OC)c1OC,-1.8,0.4,-0.1,-2.5
CCOC(=O)c1sc2nc(SCc3ccc(Cl)cc3)n(Cc3ccc(F)cc3)c(=O)c2c1C,4.5,0.4,0.1,-4.0
COc1cc(/C=C(/C#N)C(=O)NCCc2c[nH]c3ccccc23)cc(Cl)c1O,0.6,0.4,-0.2,6.6
CCOC(=O)c1ccc(COC(=O)c2ccc3ccccc3c2O)o1,15.0,-0.9,0.5,-4.1
COc1ccccc1N1C[C@@H]2C[C@@H](c3cccn3-c3ccccn3)N3CCC[C@@]23C1=O,-7.7,-0.6,0.0,-11.1
COc1ccc(SN=C2C(C)=CC(=O)C=C2C)cc1,10.1,1.1,-0.1,9.3
CCOC(=O)c1c(NC(=O)Nc2cccc(Cl)c2)sc(C(N)=O)c1C,-2.6,-1.2,0.6,-7.3
Cc1ccc(C)c(NC(=O)CN(c2ccc(Br)cc2)S(C)(=O)=O)c1,-1.8,2.0,-0.1,-3.6
Cc1cc2cc(CNC(=O)/C=C\c3ccccc3)ccc2[nH]1,-3.4,0.0,-0.2,-8.9
CCn1c(C(=O)O)c(CNCCc2cccs2)c2ccc(OC)cc21,6.6,-1.9,0.6,8.3
CC(C)(C)OC(=O)NC1CCN(C(=O)Nc2ccccc2)CC1,-2.8,0.2,0.0,5.5
O=C(CCn1c2ccccc2c2ccccc21)NNC(=S)NCc1ccco1,-5.8,-0.4,0.0,-6.9
CC(=O)Nc1ccc2nc(CN3CCN(C4CCCC4)C(CCO)C3)ccc2c1 (stereo unspecified),12.4,1.2,0.0,3.4
CC(=O)C12c3ccccc3C(c3ccccc31)C1C(=O)N(c3cccc(C(F)(F)F)c3)C(=O)C12 (stereo unspecified),-8.8,-1.7,0.0,-12.3
CCCSc1nc2c(c(=O)[nH]1)C(c1cccs1)C1=C(CCCC1=O)N2 (stereo unspecified),-5.9,-1.1,0.0,-3.0
O=C(NNC(=O)c1ccccc1Br)c1ccc(F)cc1,-15.4,-0.9,0.0,-21.1
